# Compound activity from PubChem BioAssay.
# ALOX12 inh: inhibitors of human 12S-lipoxygenase ALOX12. purified 12hLO, xylenol orange hydroperoxide absorbance. Potency, µM (titrated, usually from 108 µM), for the others: at the highest dose activity change, negative = inhibition, hits mostly inhibitors. 580,000 compounds, 1.1% hits. AID 1671190; active = well fitted inhibition curve with a large enough effect; inconclusive = small, poorly fitted or top-dose-only effect, or another doubt; inactive = no such curve, though single readings can be large or run the other way
# Target sequence (P18054 whole entry, looked up): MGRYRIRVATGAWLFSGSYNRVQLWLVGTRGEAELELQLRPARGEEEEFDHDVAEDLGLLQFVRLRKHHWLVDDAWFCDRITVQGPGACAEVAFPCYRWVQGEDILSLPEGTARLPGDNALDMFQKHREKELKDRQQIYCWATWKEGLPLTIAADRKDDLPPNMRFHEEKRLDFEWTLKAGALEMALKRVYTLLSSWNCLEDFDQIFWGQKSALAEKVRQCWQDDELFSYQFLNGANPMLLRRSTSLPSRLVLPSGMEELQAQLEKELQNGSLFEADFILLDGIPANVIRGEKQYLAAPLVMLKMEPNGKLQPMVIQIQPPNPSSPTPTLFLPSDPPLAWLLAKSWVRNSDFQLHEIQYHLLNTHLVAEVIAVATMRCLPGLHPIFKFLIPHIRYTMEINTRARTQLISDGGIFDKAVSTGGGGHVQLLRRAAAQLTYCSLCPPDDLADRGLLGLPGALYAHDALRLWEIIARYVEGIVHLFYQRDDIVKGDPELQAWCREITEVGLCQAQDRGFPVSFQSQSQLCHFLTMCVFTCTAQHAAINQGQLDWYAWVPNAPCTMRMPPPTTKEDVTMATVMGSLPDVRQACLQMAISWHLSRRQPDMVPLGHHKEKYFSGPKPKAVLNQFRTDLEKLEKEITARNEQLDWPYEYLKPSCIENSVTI
#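 Hydroperoxide product was detected by ferrous iron/xylenol orange as the 573 to 405 nm absorbance ratio. Arachidonic acid at 40 uM (final) was turned over for 30 min at room temperature by 150 nM human 12hLO, pH 7.0 Hepes buffer, after 15 min compound preincubation.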
# * = called active by the depositor; i = inactive; ? = inconclusive; [ ] = remark or other dose. % is scaled to controls: 0 for no effect and ±100 for the full control effect; potency is read from the fitted curve at half-maximal effect. A portion of the library (hit frequency here may not be typical).
SMILES,ALOX12 inh
COC(=O)[C@H]1[C@H](CO)[C@H]2Cn3c(ccc(Br)c3=O)[C@H]2N1Cc1ccccc1Cl,35µM*
COc1ccc(C(=O)N2CCOC[C@H](Oc3cccnc3)C2)cc1,5%[176 µM]
COc1ccc(C(=O)Nc2ccc3c(c2)CN(Cc2ccc(F)cc2)C(=O)C(C)O3)c(OC)c1 (stereo not given),4%
N#Cc1cn(CC(=O)Nc2ccc(F)c(Cl)c2)c2ccccc12,11%
CCCCC[C@H](C)N1C[C@@H](COCc2ccccc2)Oc2cc(N3CC[C@H](N(C)C)C3)ccc2S1(=O)=O,?
CCOC(=O)C1(C)CCN1C(=O)c1csnn1 (stereo not given),-26%
Cc1ccccc1-c1nnc(SCc2coc(-c3cccs3)n2)n1C,?
CC(C)C[C@H]1CN([C@@H](CC(C)C)CN2CCC[C@@H]2CN2C(=S)NC[C@@H]2Cc2ccc(O)cc2)C(=S)N1CC1CCCCC1,?
CCOc1ccc(C(=O)NC2CCN(c3cc(-c4ccc(F)cc4)[nH]n3)CC2)cc1,67%[activator]
O=C(Nc1cccc(Cl)c1Cl)N1CCC2(CC1)SCC(=O)N2Cc1ccco1,5%
CC(C)(C)c1nc2cc(NC3CCCCNC3=O)ccc2o1 (stereo not given),2%
CN(C)Cc1cc(C[C@@H]2C[C@H](NC(=O)Nc3ccc(F)cc3)C2(C)C)no1,10%[176 µM]
COc1ccc(CN2CCOc3ccc(CN4CCC(O)CC4)cc3C2)c(OC)c1OC,3%
Cc1ccc(C(=O)N2CC3(C2)NC(=O)c2ccccc2O3)cc1,2%[176 µM]
CNC(=O)c1noc([C@@H]2CC(F)(F)CN2Cc2cc(C)nn2C)n1,25%
Cc1cc(C(=O)CSc2nnc(C(C)Oc3ccc(F)cc3)o2)c(C)n1Cc1ccco1 (stereo not given),?
COc1ccc(-c2ccccc2)cc1N1C(=O)[C@@H]2C[C@H]1CN2C(=O)C(C)(C)N,53%[activator]
CC(=O)N[C@H]1CO[C@H]2[C@@H]1OC[C@@H]2n1nnnc1Oc1cccc(N(C)C)c1,13%[176 µM]
Cc1oc(-c2ccccc2NC(=O)c2ccsc2)nc1CN(C)CC1CC=CCC1 (stereo not given),24%
C[C@H]1CN([C@@H](C)CO)C(=O)CCCn2nncc2CO[C@H]1CN(C)S(=O)(=O)c1ccc2c(c1)OCCCO2,-1%
O[C@@H]1C[C@@H](c2nc(-c3ccc4c(c3)OCO4)no2)N(Cc2ccc(C(F)(F)F)cc2)C1,-18%[176 µM]
CC1(C(=O)NCc2ccc3c(c2)OCO3)CCCCC(=O)N1 (stereo not given),3%
COc1ccc(NC(=O)C2c3ccccc3Oc3ccccc32)cc1F,?
CC(C)NC(=O)c1ccccc1NC(=O)C(Cl)Cl,?
CCCCn1c(SC(C)C(=O)c2ccc(Br)cc2)n[nH]c1=O (stereo not given),1%

# The results go on:
SMILES,ALOX12 inh
O=C(NC1CC1)[C@@H]1CN(Cc2cccnc2)C[C@H]1CO,55%[activator]
CNc1oc(-c2ccccc2OC)nc1S(=O)(=O)c1ccc2c(c1)OCCO2,12%
O=C(NC1CCCC1)C(Sc1ccccn1)c1ccccc1 (stereo not given),48%
COCCN1CCNc2cc(-c3cc(Cl)ccc3OC)ncc2C1,0%[176 µM]
CC1=C[C@@H](CNC(=O)C(C)(C)C)[C@H](C(C)C)C[C@H]1Cc1nnc(-c2ccccc2F)o1,-7%[176 µM]
COC(=O)Cn1c(Br)nc2c1c(=O)[nH]c(=O)n2C,51%
O=C(c1ccc(Cl)cc1)N1CCC(N2CCOCC2=O)CC1,7%[6.33 µM]
Clc1cccc(CNCCN2CCCC2)c1Cl,?
COC1CCC12CCN(C(=O)c1ccc(C)nc1)CC2 (stereo not given),-21%
CC(=O)N1CC2(CCN(C(=O)c3ccc(C)s3)CC2)CC1C(=O)O (stereo not given),18%
O=C(c1ccncc1)N1CC(=O)N2[C@H](CO)[C@H](c3ccc(Br)cc3)[C@@H]2C1,?
CC(C)(C)c1cc(CNC(=O)CC2C(=O)NCCN2CC2CCCCC2)[nH]n1 (stereo not given),52%[activator]
COc1ccccc1C1CN(CCNC(=O)[C@@H]2CSC(=O)N2)Cc2ccccc2O1 (stereo not given in full),2%
N#Cc1nc(/C=C/c2ccccc2)oc1N1CCCC1,-1%
COCC1CN(C2CCC2)CC12CCN(C(=O)COc1cccc(C)c1)CC2 (stereo not given),6%
Cc1cccc(CN2CCCC3(CCN(Cc4cccc(O)c4)C3)C2)c1 (stereo not given),-18%
Cc1nn2c(c1-c1ccccc1C(C)C)N(C(=O)c1cccnc1)CCC2,9%[176 µM]
C[C@@H]1CCC2[C@]3(C)COC(C)(C)O[C@H]3CC[C@]2(C)[C@@]12CCC1(COC(=O)C1)O2 (stereo not given in full),21%
CCCNC(=O)c1ccc2[nH]c3c(c2c1)CCCC3,1%
O=C([C@H]1C[C@H](Oc2ccccc2)CN1C(=O)CC1CCCC1)N1CCOCC1,-2%
Clc1ccc(N/N=C/C(Br)=C/c2ccccc2)cc1,?
CCCS(=O)(=O)N1CCC(C(=O)N2CCCCCCNC(=O)CC2)CC1,35%
O=C1CO[C@H](c2ccc(NC(=O)C3CCCCC3)cc2)[C@@H](CO)N1,35%[activator][176 µM]
O/N=C1/CCN(Cc2ccccc2)C1,62%
O=[N+]([O-])c1ccc(O)c(C=NN2CCCCC2)c1,12%

# Overlap with the part before: seven compounds, followed by the next part.
SMILES,ALOX12 inh
CCCNC(=O)c1ccc2[nH]c3c(c2c1)CCCC3,1%
O=C([C@H]1C[C@H](Oc2ccccc2)CN1C(=O)CC1CCCC1)N1CCOCC1,-2%
Clc1ccc(N/N=C/C(Br)=C/c2ccccc2)cc1,?
CCCS(=O)(=O)N1CCC(C(=O)N2CCCCCCNC(=O)CC2)CC1,35%
O=C1CO[C@H](c2ccc(NC(=O)C3CCCCC3)cc2)[C@@H](CO)N1,35%[activator][176 µM]
O/N=C1/CCN(Cc2ccccc2)C1,62%
O=[N+]([O-])c1ccc(O)c(C=NN2CCCCC2)c1,12%
COCCn1c(CO)nnc1C1CC(NC(=O)c2ccc3c(c2)CCO3)C1 (stereo not given),3%
CCCCN1C(=O)C(CC(=O)NC2CCCC2)CC(C(=O)N(CC)CC)=C1C (stereo not given),0%
O=C(c1ccc(F)c(Cl)c1)N1CCN(c2cc(-c3ccccc3)[nH]n2)CC1,19%
CCCSC1=C(C#N)C(c2ccc(CC)cc2)CC(=O)N1 (stereo not given),?
COc1ccc(CN2CCc3oc(C)c(C(=O)N4CCCCCC4)c3C2)cc1,?
COc1cc(C(=O)COC(=O)CCCOc2ccc(Cl)cc2Cl)cc(OC)c1OC,52%
COc1ccccc1CCn1cnc(-c2cccc(Cl)c2)c1CC(C)C,-26%
CCOc1ccc(OC(=O)c2ccccc2C(=O)c2ccccc2)cc1,-43%
O=C(NC1CCN(c2cc(-c3ccc(Cl)cc3)[nH]n2)C1)c1ccc(Br)cc1 (stereo not given),-9%
Cc1occc1-c1nnc(SCC(=O)c2cc(C)n(C3CC3)c2C)n1C,?
CCc1cccc(OCC(=O)c2ccc3c(c2)N(CCCC(=O)NCC2CC2)C(=O)CO3)c1,20%
O=C(N1CCCCC1)N1CCC[C@@H]1c1noc2ccccc12,9%
CS(=O)(=O)CC[C@H](NC(=O)C1=C[C@@H](NC(=O)Nc2ccc(F)cc2F)[C@@H](O)[C@H](O)C1)C(N)=O,-22%
NC(=O)C1CCN(C(=O)CC(c2ccccc2)c2cccc(Cl)c2)CC1 (stereo not given),18%
CSc1cccc(Nc2nc(N)c(C(=O)c3ccccc3F)s2)c1,-15%
Cn1nccc1C(=O)N1CCCC(c2nc(-c3ccccc3)no2)CCNC(=O)CC1 (stereo not given),30%
COc1ccc(Br)cc1-c1nc(C)c(C(=O)Nc2ccccc2)s1,?
O=C(NCc1cccc(CNC(=O)C2CCCC2)c1)C1CCCC1,14%
O=C(NC1CCC1)C1CN(C(=O)Cn2nnc(-c3ccc(F)cc3)n2)CCO1 (stereo not given),-6%
O=C(NCc1ccc2c(c1)OCO2)c1ccc(N2CC3CC(C2)[C@H]2CCCC(=O)N2C3)nc1 (stereo not given in full),7%
CCCC(=O)N1CCC(C(=O)O)CC1,-42%
COCCN1C(=O)[C@H]2CN(Cc3ccccc3)C[C@H]2C1=O,44%[activator]
CCC(CC)n1c(=O)n(CCCc2cccnc2)c2cc(C(=O)O)cnc21,?
CC1=C(C(=O)N2CCCCCC2)CC(CC(=O)NC2CCCCC2)C(=O)N1Cc1ccccc1 (stereo not given),2%
CCCS(=O)(=O)N1CCC(CCOC)(NC(=O)NCC)CC1,39%[activator]

# Later entries:
SMILES,ALOX12 inh
O=C(N[C@H]1CCN2C(=O)c3cc(/C=C/c4ccc(O)cc4)ccc3NC(=O)[C@H]12)c1cnccn1,6%
CCN(CC)Cc1cnc2c(C(=O)N3CCCCC3CCO)cnn2c1 (stereo not given),6%
CSc1ccccc1C(=O)NC(C)c1ccc(F)cc1 (stereo not given),25%
Cn1c(=O)[nH]c(=O)c2[nH]c(N3CCN(c4ccccc4)CC3)nc21,14%
CCc1ccc(N2CC(c3noc(Cc4ccccc4F)n3)CC2=O)cc1 (stereo not given),47%[activator]
COc1ccc2c(c1)O/C(=C\c1ccc(C(C)(C)C)cc1)C2=O,-4%
O=C(Nc1ccc2oc(-c3ccccc3)nc2c1)c1ccc(F)cc1,11%
Cc1cccc(CNC(=O)c2c3n(c(C)cc2=O)-c2ccccc2SC(c2sccc2C)C3)n1 (stereo not given),8%
Cc1ccc(CN2CCCCCCNC(=O)[C@@H]3C[C@@H](C(=O)N4CCc5ccccc5C4)C[C@@H]32)o1,28%
COC(=O)C1=CN(CC(=O)Nc2c(C)cc(C)cc2C)S(=O)(=O)N=C1C,-8%
CCN1CCN(C(=O)Cn2cccc(OC)c2=O)CC1(C)C,?
Cc1ncsc1CN1CC(N(CC(C)C)C2CCOCC2)C1,42%[activator]
O=C(COc1ccc2c(=O)c(-c3ccccc3)coc2c1)N1CCN(c2ccccn2)CC1,-59%
Cc1c(Cl)cccc1NC(=O)N1C[C@@H](F)C[C@H]1C(=O)N1CCCCC1,28%
COCCN1CC[C@H]2CN(C(=O)Cc3ccc(OC)cc3)CC[C@H]2CC1=O,24%[176 µM]
CC(C)CCN(C1CCOCC1)C1CCN(Cc2ccc[nH]2)CC1,150%[activator]
COc1ccc(NC(=O)CCNC(=O)N2CC(=O)Nc3ccccc32)cc1,-2%
COC(=O)[C@]12CCCCC=C1N(Cc1ccc(Cl)cc1Cl)C(=O)[C@H](CC(=O)NCC1CCCCC1)C2,i
Cc1nnc2n1CCC(NC(=O)CCc1c[nH]c3ccccc13)CC2 (stereo not given),69%[activator]
Cc1ccnc(NCCNC(=O)C2CCC(=O)N(CC3CCCCC3)C2)c1 (stereo not given),17%
O=C(NC1CCCC1)C(=O)N1CCN(C(=O)c2cc3ccccc3[nH]2)CC1,1%
CC1(C(=O)NS(=O)(=O)c2ccc3ccccc3c2)CCN1C(=O)CC1CCCCC1 (stereo not given),1%
Cc1ccc(CN2CCc3nnc(C(C)NC(=O)c4cc(F)ccc4F)n3CC2)o1 (stereo not given),12%
CCCCc1ccc(Nc2nnc(SCC(=O)NC(C)(C)C)s2)cc1,-2%
O=C1[C@@H]2C[C@@H](O)CN2C2(CN(CC3CC3)C2)C(=O)N1Cc1ccccc1,6%[176 µM]

# Fetched by compound from above, 2 records:
SMILES,ALOX12 inh
CSc1ccccc1C(=O)NC(C)c1ccc(F)cc1 (stereo not given),25%
CC1(C(=O)NS(=O)(=O)c2ccc3ccccc3c2)CCN1C(=O)CC1CCCCC1 (stereo not given),1%

# The main list resumes; the 6 compounds before the break are reprinted first.
SMILES,ALOX12 inh
Cc1ccnc(NCCNC(=O)C2CCC(=O)N(CC3CCCCC3)C2)c1 (stereo not given),17%
O=C(NC1CCCC1)C(=O)N1CCN(C(=O)c2cc3ccccc3[nH]2)CC1,1%
CC1(C(=O)NS(=O)(=O)c2ccc3ccccc3c2)CCN1C(=O)CC1CCCCC1 (stereo not given),1%
Cc1ccc(CN2CCc3nnc(C(C)NC(=O)c4cc(F)ccc4F)n3CC2)o1 (stereo not given),12%
CCCCc1ccc(Nc2nnc(SCC(=O)NC(C)(C)C)s2)cc1,-2%
O=C1[C@@H]2C[C@@H](O)CN2C2(CN(CC3CC3)C2)C(=O)N1Cc1ccccc1,6%[176 µM]
CCOc1ccc2c(n1)CCN(C(=O)c1ccc(OC)cc1OC)C2,22%
CN1[C@@H](CCC(=O)Nc2ccccc2)CNC(=O)[C@@H]2[C@H]1CCN2Cc1csnn1,52%[activator][176 µM]
c1ccc(-c2noc(-c3cncnc3NCCc3cccs3)n2)cc1,46%[activator]
COc1ccc2nc([C@H]3CCN(CC(C)C)C3)[nH]c2c1,36%[activator][176 µM]
COC(=O)CCCn1cc(CN2CC(N(C)C)CS2(=O)=O)nn1 (stereo not given),94%[activator]
CCCCn1cnc2c1c(=O)n(CC(=O)Nc1ccc3c(c1)OCCO3)c(=O)n2Cc1ccccc1,?
COc1ccccc1-c1nc(S(=O)(=O)c2ccc3c(c2)OCCO3)c(N2CCOCC2)o1,99%[activator]
CN1CCCCC12Cc1ccccc1CN(S(C)(=O)=O)C2 (stereo not given),10%[6.33 µM]
Cc1ccsc1CN1CCC(Oc2cc(Cl)ccc2C(=O)N2CCCCC2)CC1,53%[activator]
COC[C@H]1C[C@@H](NC(=O)c2ccc(Cl)cc2)[C@H](O)[C@@H]1O,66%[activator][176 µM]
COC(=O)[C@@]1(Sc2ccc(C)cc2)CC(=O)N[C@@H]1c1ccc(C(F)(F)F)cc1,-78%
O=C(CN1CCN(S(=O)(=O)c2ccc(Br)s2)CC1)NCC1CCCCC1,-13%
O=C(NCCn1cccc1-c1nc(-c2ccccc2)no1)c1cccc(Cl)c1,68%[activator]
COc1ccc2[nH]cc(C(C(=O)O)N3CCN(CCOc4ccc(Cl)cc4)CC3)c2c1 (stereo not given),-20%
CCCSc1ncc(Cl)c(C(=O)Nc2ccccc2C(F)(F)F)n1,14%
